S-ASM inh: Inhibitors of Secretory Acid Sphingomyelinase (S-ASM): qHTS; Sphingomyelin phosphodiesterase (Homo sapiens), P17405; placental ASM, HMU-PC fluorogenic substrate, 60 min; Potency, µM (doses to about 57.5 µM), for the others: top-dose activity change, negative = inhibition, hits mostly inhibitors; 0.006% of 340,000 active; note: potency is the fitted concentration of half-maximal effect
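Fluorogenic HMU-PC substrate (9 uM final) is turned over by placental ASM in 60 min at 37 C after a 10 min compound preincubation. Reaction ended by alkaline stop (pH 10), with fluorescence read at 386/447 nm.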
p53 reactivator: qHTS assay for re-activators of p53 using a Luc reporter. H1299 p53-A138V BP100-luciferase reporter, luminescence, 24 h. Potency, µM (series often up to 92.2 µM), for inactives: at the highest dose activity change, positive = activation, usual class: activators. 0.063% of 320,000 active; note: potency is the fitted concentration of half-maximal effect; % of control where 0% means no effect; nearly all actives have a fitted effect of over 45% in size
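p53-null H1299 cells stably carrying temperature-sensitive p53-A138V and a BP100-luciferase reporter were pinned with compounds (4-point, 1:5 series) and held 24 hrs at 37 deg C. Luminescence was read 10 min after detection reagent.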
Eya2 inh: qHTS Assay for Inhibitors of the Phosphatase Activity of Eya2; 0.006% of 330,000 active; recombinant Eya2, OMFP fluorescence dephosphorylation (OMFP is methylfluorescein phosphate); AID 488837, 2010; Potency, µM (titrated, usually from 76.9 µM), for inactives: at the highest dose activity, negative = inhibition, usual class: inhibitors; Protein phosphatase EYA2 (Homo sapiens), O00167; note: potency is the fitted concentration of half-maximal effect; % is set by controls: 0 for no effect and ±100 for the full control effect
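Eya2 protein (added as 0.2 uM solution) was preincubated with compound for 10 min at ambient temperature in 50 mM HEPES pH 7.5, 50 mM NaCl, 5 uM MgCl2, 0.05% BSA, 1 mM DTT. OMFP (added at 50 uM) then reacted 10 min; fluorescence read at 485/525 nm.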
ELG1 genotoxic: qHTS screen for small molecules that induce genotoxicity in human embryonic kidney (HEK293T) cells expressing luciferase-tagged ELG1; HEK293T ELG1-luciferase reporter, luminescence, 16 h; Potency, µM (highest dose often 46 µM), for the others: at the top dose activity change, positive = activation, most hits filed as activators; 1.3% of 330,000 active; AID 504466, 2011; note: potency is the fitted concentration of half-maximal effect; % of control where 0% means no effect; nearly all actives have a fitted effect of over 60% in size
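HEK293T cells expressing luciferase-tagged ELG1 were treated with compound or DMSO for 16 hr at 37°C. Luciferase activity was then read after 30 min with ONE-Glo at room temperature; rising signal flags genetic stress.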
Integrin act MD: qHTS for Activators of Integrin-Mediated Alleviation for Muscular Dystrophy; alpha7betagal myoblasts, beta-gal FDG fluorescence, 48 h; 0.064% of 350,000 active; Potency, µM (top dose mostly 38.3 µM), inactives show top-dose activation, usual class: activators;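 note: potency is the fitted concentration of half-maximal effect; 100% = response of the positive control SU9516; nearly all actives have a fitted effect of over 60% in size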
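alpha7betagal+/- myoblasts (passage 13, 250/well) treated 48 h at 37C with compounds at 1:260 dilution of DMSO stock. Lysed, then beta-galactosidase activity read as FDG fluorescence (ex 480/em 540) after 30 min, with pre-read for autofluorescence.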
PTAP TSG101 blk: qHTS Assay for Iinhibitors of HIV-1 Budding by Blocking the Interaction of PTAP/TSG101 | Tumor susceptibility gene 101 protein (Homo sapiens), Q99816 | Fluorescence polarization, FITC-PTAP peptide / Tsg101 binding | Potency, µM (top dose mostly 115 µM), for the others: at the highest dose activity change, negative = inhibition, usual class: inhibitors | 340,000 tested, under 10 active; active = well fitted inhibition curve with a large enough effect in the main read-out, with a control signal flat, not every such curve was filed as active; inconclusive = small, poorly fitted or top-dose-only effect, or effect the other way, or a change in a side signal; inactive = no such curve, though single readings can be large or run the other way; note: potency is the fitted concentration of half-maximal effect; % of control where 0% means no effect
Target sequence (Q99816 whole entry, looked up): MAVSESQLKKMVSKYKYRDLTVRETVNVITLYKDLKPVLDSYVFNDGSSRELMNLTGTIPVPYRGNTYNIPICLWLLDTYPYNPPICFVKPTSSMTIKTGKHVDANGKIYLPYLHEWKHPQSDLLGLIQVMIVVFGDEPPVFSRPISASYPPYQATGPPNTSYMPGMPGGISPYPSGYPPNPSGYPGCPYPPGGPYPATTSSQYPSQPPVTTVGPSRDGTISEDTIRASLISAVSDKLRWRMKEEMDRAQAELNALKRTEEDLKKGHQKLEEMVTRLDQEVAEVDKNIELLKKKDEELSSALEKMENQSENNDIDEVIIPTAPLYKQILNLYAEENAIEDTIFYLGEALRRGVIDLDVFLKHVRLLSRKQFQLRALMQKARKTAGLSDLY
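Fluorescence polarization binding of Tsg101 binding domain (10 uM final) to FITC-labeled PTAP peptide (50 nM final) in HEPES pH 7.5 buffer with NaCl, Tween 20, EDTA, TCEP. Compounds added before peptide; binding 20 min at RT.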
BRCA1 expr act: qHTS Assay to Identify Small Molecule Activators of BRCA1 Expression; MCF7-BRCA1-FFLuc reporter, luminescence, 48 h; response scale: scaled: vehicle 0%, 10 µM genistein 100%; Potency, µM (doses to about 46.1 µM), without a hit: at the highest dose activation, actives largely listed as activators; 1.1% of 380,000 active; note: potency is the fitted concentration of half-maximal effect; nearly all actives have a fitted effect of over 80% in size; some results filed as inactive show a strong effect at the top dose
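Luminescence from a BRCA1-driven firefly luciferase in MCF7 cells was the read-out, taken 15 min after substrate addition following 48 h compound exposure at 37 °C. Data were normalized to a 10 microM genistein control and DMSO vehicle.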
USP2a inh: qHTS Assay for Inhibitors of Ubiquitin-specific Protease USP2a Using CHOP2 as the Reporter | Ubiquitin carboxyl-terminal hydrolase 2 (Homo sapiens), O75604 | USP2 core, Ub-CHOP2 coupled fluorogenic reporter, 485/531 | Potency, µM (top dose mostly 38.3 µM), for inactives: top-dose activity change, negative = inhibition, usual class: inhibitors | 0.01% of 330,000 active | AID 463254, 2010;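 note: potency is the fitted concentration of half-maximal effect; plate controls were DMSO wells for no effect and full inhibition by NEM control for full effect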
Target sequence (O75604 whole entry, looked up): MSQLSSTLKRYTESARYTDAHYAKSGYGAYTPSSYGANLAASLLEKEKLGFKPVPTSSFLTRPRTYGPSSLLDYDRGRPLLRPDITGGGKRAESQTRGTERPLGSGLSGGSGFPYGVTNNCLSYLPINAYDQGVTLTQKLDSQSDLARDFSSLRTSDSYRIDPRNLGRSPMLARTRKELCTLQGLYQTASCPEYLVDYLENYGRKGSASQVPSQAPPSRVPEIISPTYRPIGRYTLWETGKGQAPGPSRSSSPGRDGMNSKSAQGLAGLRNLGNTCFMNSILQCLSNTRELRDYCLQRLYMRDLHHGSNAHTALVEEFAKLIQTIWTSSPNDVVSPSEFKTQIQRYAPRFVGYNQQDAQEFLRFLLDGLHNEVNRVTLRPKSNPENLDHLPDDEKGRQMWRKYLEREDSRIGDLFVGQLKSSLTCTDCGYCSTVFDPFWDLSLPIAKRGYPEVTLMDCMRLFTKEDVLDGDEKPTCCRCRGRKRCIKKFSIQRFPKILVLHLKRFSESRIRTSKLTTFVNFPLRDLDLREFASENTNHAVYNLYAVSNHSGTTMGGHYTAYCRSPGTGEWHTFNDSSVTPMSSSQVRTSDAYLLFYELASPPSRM
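Cell-free coupled assay: 10nM USP2 core preincubated 30min RT with compound in Tris-HCl pH 8.0/CaCl2/CHAPS buffer, then 25nM Ub-CHOP2 and 25nM reporter substrate; fluorescence (Ex 485/Em 531) read after 60min RT, normalized to NEM inhibition, concentration-response curves fitted.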
B2AR arrestin: qHTS assay of beta-arrestin-biased ligands of beta2-adrenergic receptor | beta-arrestin recruitment to beta2AR, cell-based reporter | Potency, µM (highest dose often 46.1 µM), inactives show at the highest dose activation, actives largely listed as activators | Beta-2 adrenergic receptor (Homo sapiens), P07550 | 0.02% of 330,000 active;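 note: potency is the fitted concentration of half-maximal effect; 0% = DMSO controls and full agonism = EC100 isoproterenol or metaproterenol; nearly all actives have a fitted effect of over 65% in size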
TRPV1 ag: HTS Assay for Compounds that Act as Agonists of the Vanilloid Receptor 1 | Transient receptor potential cation channel subfamily V member 1 (Homo sapiens), Q8NER1 | TRPV1-expressing cells, Fluo-8 calcium influx, agonist mode | activation, % at 8.33 µM | 0.19% of 320,000 active | AID 540275, 2011; in the data active = activation above about 80%; inconclusive = between about 30% and that limit; note: 0% is about no effect
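Fluo-8 calcium influx in TRPV1-expressing cells, kinetic read (ex 480/em 520 nm). Compound added and read 3 min for agonist activity, followed by capsaicin at EC20 final and 2 min further read for enhancement.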
uPA generation: qHTS for Inhibitors of Cell Surface uPA Generation; cell surface uPA generation assay, qHTS; Potency, µM (highest dose often 38.3 µM), inactives show at the top dose activity change, negative = inhibition, most hits filed as inhibitors; 0.31% of 330,000 active; active = well fitted inhibition curve with a large enough effect; inconclusive = small, poorly fitted or top-dose-only effect; inactive = no such curve, though single readings can be large or run the other way; tested in mouse RAW 264.7 cells; note: potency is the fitted concentration of half-maximal effect; % is set by controls: 0 for no effect and ±100 for the full control effect; nearly all actives have a fitted effect of over 55% in size
Numbers without * were called inactive; ? = inconclusive; / = no result given; [ ] = dose if it differs, or a comment. Unless noted, calls come from the whole dose curve; as a rule, active = well fitted curve in the direction sought with a large enough effect; inconclusive = small, poorly fitted or top-dose-only effect, or another doubt; inactive = no such curve, though single readings can be large; an effect the other way counts as inactive or inconclusive. No enrichment for hits; about 2.6% have a hit in one of these screens.

SMILES	S-ASM inh	p53 reactivator	Eya2 inh	ELG1 genotoxic	Integrin act MD	PTAP TSG101 blk	BRCA1 expr act	USP2a inh	B2AR arrestin	TRPV1 ag	uPA generation
CC1(c2ccccc2)NC(=O)N(CC(=O)Nc2cccc(/C=C/c3ccccn3)c2)C1=O (stereo not given)	-4%	4%	-12%	-8%	6%	-3%	-33%	-6%	0.4%	22	-4%
Cc1cc(C(=O)N2CCN(c3ccccn3)CC2)no1	3%	10%	-1%	0%	21%[7.66 µM]	-3%	5%	2%	0.3%	3	/
CCOc1cccc(CN2CCN(CCc3ccccc3)C(CCO)C2)c1O (stereo not given)	-2%	1%	-2%	-3%	2%	0%	-2%	3%	0.4%	12	-3%
CCN1CCN(c2ccc(S(=O)(=O)N3CCCCC3)cc2NC(=O)c2cccc(F)c2)CC1	2%	-5%	-18%	-1%	0%	-1%	5%	0%	0.0%	-1	-4%
CCOC(=O)[C@@H]1CSCCS(=O)(=O)N1Cc1ccccc1Br	-6%	/	/	/	14%	-5%	-7%	/	/	/	3%
CC(=O)Nc1ccc2c(c1)nc1n2CCOC1	0%	3%	8%	1%	16%	-4%	2%	1%	-0.3%	-2	6%
Cc1ccc(S(=O)(=O)N(C)c2ccccc2)cc1	1%	-3%	-44%	-6%	-15%	-9%	-14%	5%	-0.2%	1	0%
CCc1c(C(=O)NNC(=O)Nc2ccc3c(c2)OCO3)csc1C	0%	5%	10%	16%	-21%	0%	19%	-1%	-0.6%	0	13%
Cc1ccc(NC(=O)CSc2nncn2-c2ccccn2)cc1Cl	-1%	-3%	-9%	7%	6%	0%	-11%	-1%	-0.3%	-1	-2%
CC12CCC(=O)N1C(C(=O)Nc1ccccc1N1CCCC1)CS2 (stereo not given)	3%	/	/	/	-22%	-5%	1%	/	/	/	1%
CCOC(=O)N1CCC(N(CCN(C)C)C(=S)Nc2ccc(OCC)cc2)CC1	/	-7%	2%	-5%	/	/	/	0%	-0.1%	4	/
CC(C)c1cc(C(=O)N2CCCC(CCC(=O)NCc3ccccc3F)C2)n(C)n1 (stereo not given)	0%	-2%	4%	-5%	-1%	-4%	-25%	8%	-0.9%	2	-2%
CSc1ccc(/C=N/S(=O)(=O)c2ccccc2)cc1	1%	4%	-28%	-1%	?	-2%	9%	0%	-0.6%	0	0%
Cc1ccc(S(=O)(=O)N2CCC(C(=O)Nc3ncccc3O)CC2)cc1	2%	?	1%	-1%	4%	-4%	-25%	2%	-0.1%	4	-18%
CCOC(=O)c1cc(-c2ccccc2)n(CCC(=O)N2CCN(c3ccc(OC)cc3)CC2)c1C	-16%	-13%	-7%	-3%	-22%	-2%	-27%	-1%	0.1%	6	-7%
CCOC(=O)N1CCN(C(=O)Cc2ccc(-n3c(=S)[nH]c4ccccc4c3=O)cc2)CC1	4%	12%	-5%	-1%	-14%	-1%	-13%	0%	-0.5%	-2	/
COc1cccc(Nc2ncccc2C(=O)O)c1	4%	?	11%	?	?	0%	11µM*	-2%	0.5%	3	1%
CSc1nsc(SC)c1NC(=O)OCCc1ccccn1	3%	0%	-4%	3%	20%	-3%	0%	2%	-1.6%	-2	0%
COc1ccc2oc(C(=O)OC/C(O)=C(\C#N)c3nc4ccccc4[nH]3)c(C)c2c1	4%	5%	5%	15%	4%	6%	-38%	0%	-0.5%	7	5%
CCS(=O)(=O)Nc1cccc(-c2nc3cccnc3s2)c1C	5%	-1%	-11%	?	-7%	-5%	70%	1%	0.0%	3	4%
c1ccc(Cn2nnc3c(N4CCN(Cc5ccc6c(c5)OCO6)CC4)ncnc32)cc1	-3%	-4%	1%	-16%	-8%	-2%	-50%	-2%	0.2%	-2	/
CCn1cc(Br)c(C(=O)Nc2ccc(Cl)cc2Cl)n1	-7%	6%	12%	?	-1%	-5%	2%	1%	0.1%	10	-3%
O=C(O/N=C1\CCCc2ccccc21)c1ccc(F)cc1	0%	-6%	13%	?	-6%	0%	12%	0%	0.0%	12	1%
COc1ccc(C(CNC(=O)c2ccc(S(=O)(=O)Nc3ccccc3C)cc2)N2CCOCC2)cc1 (stereo not given)	-3%	-3%	-13%	0%	18%	-2%	-3%	-2%	-0.6%	0	-2%
CCc1ccc(S(=O)(=O)Nc2cc3c(cc2N2CCOCC2)n(C)c(=O)c(=O)n3C)cc1	-2%	2%	4%	3%	-18%	0%	-7%	-1%	0.0%	0	?
More results:
SMILES	S-ASM inh	p53 reactivator	Eya2 inh	ELG1 genotoxic	Integrin act MD	PTAP TSG101 blk	BRCA1 expr act	USP2a inh	B2AR arrestin	TRPV1 ag	uPA generation
Cc1ccc(S(=O)(=O)/N=C(\N)c2ccc(F)cc2)cc1	0%	0%	16%	-8%	16%	2%	-12%	0%	-0.2%	-2	?
COc1ccccc1NC(=O)c1ccccc1NC(=O)c1ccccc1C(=O)O	6%	/	-9%	0%	26%	-6%	36%	1%	0.3%	6	15%
Cc1cccc(CCNC(=O)CCCOc2cc(=O)n(C)c3ccccc23)c1	-4%	0%	-7%	21%	5%	-1%	-44%	-1%	0.3%	0	-5%
CC1CC(C)CN(C(=O)COC(=O)c2ccc(N3CCCC3=O)cc2)C1 (stereo not given)	3%	14%	10%	2%	-10%	-1%	6%	3%	-0.2%	/	-13%
COc1ccc(/C=N/Nc2nccnc2Cl)cc1	6%	13%	2%	1.5µM*	-7%	-6%	-35%	0%	0.3%	2	?
CN(c1ccc(C(=O)O)cc1)S(=O)(=O)c1ccc(Cl)cc1	2%	-4%	4%	-1%	-14%	-5%	-17%	0%	-0.1%	2	6%
CCCCSCc1[nH]c(=O)[nH]c1C(=O)CCCCC(=O)OCC	2%	-9%	-11%	0%	2%	-5%	0%	1%	-0.2%	4	-2%
O=S(=O)(Nc1ccc(N2CCOCC2)nn1)c1ccccc1	-1%	-5%	7%	0%	14%	-3%	-1%	0%	-0.6%	3	3%
O=C(COc1ccc(F)cc1)N(c1ccccn1)C1CCCCC1	6%	7%	-7%	0%	6%	-2%	-41%	2%	-0.4%	10	7%
CCOC(=O)Cc1nnc(NC(=O)C(CC)Sc2nncn2C)s1 (stereo not given)	2%	1%	4%	1%	18%	60%[activator]	4%	2%	-0.3%	-3	6%
O=C(O)Cn1nc(C(F)(F)F)c2c1CCCC2	-4%	5%	-12%	0%	-2%	-4%	4%	1%	-0.4%	2	0%
CCn1c(COc2cccc(C)c2)nnc1SCC(=O)CC(=O)Nc1ccccc1OC	-2%	8%	23%	-2%	12%	-3%	-3%	-1%	0.0%	-1	-2%
NC(=O)CSc1nnc2ccc(-c3ccc(Cl)cc3)nn12	8%	1%	?	6%	16%	-5%	-4%	3%	0.3%	4	2%
CSCC[C@H](NC(=O)[C@@H]1CSC2c3ccccc3C(=O)N21)C(=O)N1CCC[C@H]1CO (stereo not given in full)	1%	4%	-21%	3%	-6%	-5%	-20%	3%	1.0%	-4	-5%
COc1ccc(C(=O)CCN2CCCC(C)C2)cc1 (stereo not given)	2%	-11%	2%	3%	-61%[inhibitor]	1%	-22%	3%	-0.2%	0	-9%
COc1ccc(CCNc2nc(C)c(C(C)=O)s2)cc1OC	1%	-7%	-5%	-17%	1%	-2%	-5%	2%	-0.3%	-1	-8%
CSc1ccccc1NC(=O)Nc1cccc(Cl)c1Cl	0%	-3%	-36%	2%	14%	-6%	-24%	2%	0.2%	13	/
O=C(NC(Nc1ccc(F)cc1)(C(F)(F)F)C(F)(F)F)c1cccnc1	1%	12%	-11%	-1%	-6%	1%	-38%	-3%	-0.8%	2	1%

Copied from the list.
For Integrin act MD, O=C(O)Cn1nc(C(F)(F)F)c2c1CCCC2 reads -2%
For Eya2 inh, Cc1ccc(S(=O)(=O)/N=C(\N)c2ccc(F)cc2)cc1 reads 16%
